# Compound activity: PubChem BioAssay, Sanford-Burnham Center for Chemical Genomics
# APJ agonist = agonists of human APJ apelin receptor; P35414; CHO-K1 APJ PathHunter beta-arrestin, luminescence; 0% DMSO wells, 100% apelin; activation, % at 20 µM; 330,000 compounds, 0.11% hits; AID 2520;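 active means activation more than six SD over the plate average, tested at 20 µM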;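 further: 0% = DMSO alone and 100% = apelin-13 at 10 nM; some results filed as inactive read as strong as hits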
#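 Material: CHO-K1 APJ beta-arrestin complementation cell line; Input: cell density 1000 per well; Incubation: compound stimulation 90 min at 25 °C, detection 60 min; Signal: luminescence from split beta-galactosidase complementation, Galacton Star/Emerald II substrate; Controls: DMSO-only wells as negative, 10 nM Apelin-13 as positive control.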
# tim10-1 inh = inhibits growth of tim10-1 mutant yeast | S. cerevisiae tim10-1 ts strain growth, BacTiter-Glo, 24 h | inhibition, % at 20 µM | 330,000 compounds, 2.2% hits | AID 463190;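 active means inhibition of at least 40%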;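 further: mutant grown at 25 °C; 0% = DMSO wells with yeast and 100% = wells holding no yeast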
# UPR CHOP act = apoptotic UPR (CHOP) activation | CHO-CHOP luciferase reporter, luminescence; percent of tunicamycin response over DMSO baseline | activation, % at 10 µM | 330,000 compounds, 0.34% hits;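 active means at 10 µM dose, activation of 40% or more, normalized to positive control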;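 further: 100% = tunicamycin at 10 µg/mL and 0% = DMSO alone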
#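 Material: CHO-CHOP cells, stable luciferase reporter of PERK-eIF2a-CHOP signalling; quantity: 500 reporter cells seeded per well; buffer or medium: F12 medium containing 10% fetal bovine serum; compound: one dose, 10 µM in 0.5% DMSO; incubation: 6 h compound treatment, 37 °C; measured by: Steady-Glo luciferase luminescence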
# tim23-1 inh = growth inhibitors of tim23-1 mutant yeast | S. cerevisiae tim23-1 growth, BacTiter-Glo luminescence, 24 h | inhibition, % at 20 µM | 330,000 compounds, 1.3% hits | AID 463212;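 active means growth inhibition of the mutant yeast at or above 50%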;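 further: temperature-sensitive mutant grown at 25 °C; plate controls were DMSO-treated mutant yeast for no effect and medium wells lacking yeast for full effect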
# TIM10 inh = TIM10 yeast growth inhibition | S. cerevisiae TIM10 strain growth, BacTiter-Glo luminescence, 24 h | inhibition, % at 10 µM | 330,000 compounds, 1.4% hits | AID 463195;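 active means inhibition of 40% or more at the single tested concentration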;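 further: wild-type TIM10 isogenic control strain grown at permissive 25 °C; 0% = DMSO yeast wells and 100% = minimal medium wells without yeast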
# UPR XBP1 act = activators of adaptive arm of unfolded protein response (XBP1). CHO-XBP1 luciferase reporter, IRE1-XBP1 UPR activation, luminescence; percent of tunicamycin response, DMSO as zero. activation, % at 20 µM. 330,000 compounds, 0.33% hits. AID 463104;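 active means versus positive control, 20 µM dose yields 30% or more activation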;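 further: 100% = tunicamycin at 10 µg/mL and 0% = DMSO only wells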
#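 Material: CHO cell line with stable XBP1 luciferase reporter; buffer or medium: F12 medium containing 10% fetal bovine serum; compound: single point, 20 µM final compound, 1% DMSO; incubation: 6 h treatment, 37 °C; measured by: glow luminescence from Steady-Glo reagent; evaluation: activation, % of tunicamycin; control set: tunicamycin high, DMSO low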
# Mdm2-MdmX inh = human Mdm2/MdmX binding inhibition; 330,000 compounds, 3% hits; AID 485346; O15151+Q00987; inhibition, % at 8 µM; SaOS-2 split-luciferase Mdm2/MdmX complementation, luminescence;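 active means inhibition of at least 50% at 8 µM in the primary screen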
# Target sequence (O15151 whole entry, looked up): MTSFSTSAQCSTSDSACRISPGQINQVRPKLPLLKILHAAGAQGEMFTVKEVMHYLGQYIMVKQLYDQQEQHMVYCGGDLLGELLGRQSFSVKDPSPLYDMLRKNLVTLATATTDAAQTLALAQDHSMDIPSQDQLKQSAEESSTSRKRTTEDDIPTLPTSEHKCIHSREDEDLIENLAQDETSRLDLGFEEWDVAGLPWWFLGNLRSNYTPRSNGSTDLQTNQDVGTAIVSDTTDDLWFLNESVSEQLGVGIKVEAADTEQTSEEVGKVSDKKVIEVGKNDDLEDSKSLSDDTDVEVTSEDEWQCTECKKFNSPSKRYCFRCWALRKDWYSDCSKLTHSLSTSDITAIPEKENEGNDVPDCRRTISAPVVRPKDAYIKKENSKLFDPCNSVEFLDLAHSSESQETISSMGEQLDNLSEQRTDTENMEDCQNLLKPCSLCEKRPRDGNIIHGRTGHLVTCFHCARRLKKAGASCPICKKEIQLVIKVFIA
# Target sequence (Q00987 whole entry, looked up): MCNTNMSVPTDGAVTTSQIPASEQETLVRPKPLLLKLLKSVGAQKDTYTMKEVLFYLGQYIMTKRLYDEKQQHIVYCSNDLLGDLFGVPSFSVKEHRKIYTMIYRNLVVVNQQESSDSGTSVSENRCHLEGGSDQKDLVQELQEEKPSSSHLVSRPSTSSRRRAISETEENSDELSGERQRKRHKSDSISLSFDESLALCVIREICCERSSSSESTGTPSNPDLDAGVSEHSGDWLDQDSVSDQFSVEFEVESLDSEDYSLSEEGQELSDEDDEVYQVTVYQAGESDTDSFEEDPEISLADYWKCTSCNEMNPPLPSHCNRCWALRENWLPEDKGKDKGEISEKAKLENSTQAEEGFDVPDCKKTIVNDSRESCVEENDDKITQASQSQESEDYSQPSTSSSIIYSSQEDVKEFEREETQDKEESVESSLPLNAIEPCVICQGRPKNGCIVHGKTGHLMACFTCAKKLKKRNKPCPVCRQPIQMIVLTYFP
# NR3A LBD binder = modulators (binders) of human NR3A ligand-binding domain; 340,000 compounds, 2.5% hits; NR3A LBD differential scanning fluorimetry, Tm shift; 0% = protein alone, 100% = glycine-bound protein; Tm shift relative to glycine control, % at 25 µM;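 active means melting temperature shift of at least 10% of the positive control shift, at one fixed dose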
# NALP3 yeast inh = inhibitors of NALP3 inflammasome in yeast | Yeast reconstituted NLRP3/ASC/caspase-1, beta-gal luminescence, 24 h | inhibition, % at 10 µM | 330,000 compounds, 0.39% hits;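 active means inhibition of 50% or more; inactive means inhibition below 50%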;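 further: plate controls were induced DMSO wells for no effect and uninduced yeast grown without galactose for full effect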
# Numbers without * were called inactive; x = no result given.
SMILES,APJ agonist,tim10-1 inh,UPR CHOP act,tim23-1 inh,TIM10 inh,UPR XBP1 act,Mdm2-MdmX inh,NR3A LBD binder,NALP3 yeast inh
Cc1ccc(NC(=O)C2CCCN(C(=O)NCc3ccccc3)C2)c(C)c1 (stereo not given),1,3,-0.2,11,-9,-1,17,1,11
COc1cc(CN(C2CC2)S(=O)(=O)c2ccccc2Br)cc(OC)c1,x,20,2.8,44,-16,3,-24,14*,x
C/C(=N\NC(=O)C1CCCN(S(=O)(=O)c2ccccc2)C1)c1ccccn1 (stereo not given),-7,13,-0.5,7,8,1,70*,0,3
Cc1cc(C2C(=O)CC(=O)CC2c2ccccc2)on1 (stereo not given),-1,-4,0.4,5,-1,1,18,-1,12
COc1ccc(CCn2c(C)nc3c(c(=O)c4ccccc4n3C)c2=O)cc1,8,-12,-2.0,30,-2,4,-4,-1,10
O=S(=O)(c1ccccc1)N1CC=C(c2ccccc2)CC1,-1,22,0.0,20,2,-1,21,0,36
COc1ccc(C(=O)NCc2cc3ccccc3n2C)cc1,-1,5,4.1,15,-13,1,-32,1,30
O=C(O)C1C2CCC(O2)C1C(=O)Nc1cccc(F)c1 (stereo not given),-1,2,0.5,0,13,0,8,x,6
C/C(Cn1nc([N+](=O)[O-])cc1C)=N\NC(=O)c1cccc(Br)c1,3,11,-3.0,16,2,-2,0,-4,12
CCOc1cc(/C=C2/SC(=S)N(C)C2=O)ccc1Oc1ccc([N+](=O)[O-])cc1[N+](=O)[O-],-4,18,-0.7,-3,1,1,11,x,5
CN1C2C=C3C(C#N)=C(N)C(C#N)(C#N)[C@H](c4c(F)cccc4F)[C@H]3C1CC2 (stereo not given in full),-3,14,7.2,19,10,-2,20,2,2
O=C(c1noc2c1CCc1ccccc1-2)N1CCCc2ccccc21,-1,42*,2.3,40,2,7,-5,1,17
CCOc1ccc(NC(=S)Nc2cc(OC)c(Cl)cc2OC)cc1,-3,35,0.8,30,40*,-2,-15,-16,12
CC1=C(C(=O)N2CCOCC2)C(c2ccc(OC(F)F)cc2)NC(=S)N1c1ccccc1 (stereo not given),-1,15,1.1,11,-28,-1,-17,0,5
O=C(Nc1ccc(-c2nc3ccccc3o2)c(O)c1)c1cc(-n2cnnc2)ccc1Cl,3,12,6.7,-13,-3,13,14,-1,21
CNC(=O)NC(=O)CSc1nnc(-c2ccco2)n1-c1ccccc1,-5,5,-1.9,1,-9,0,-9,1,22
Cc1nc2scc(-c3cccs3)c2c(=O)[nH]1,-7,23,-2.0,11,-3,2,10,2,8
COCCN1CC(C(=O)N2CCC(Oc3ccccc3OC)CC2)CCC1=O (stereo not given),6,-13,0.5,-4,4,-3,-8,1,11
COC/C=C/C1=CC2=CC(=O)C(C)(OC(=O)c3ccco3)C(=O)C2=CO1 (stereo not given),5,16,4.8,15,-4,1,3,x,5
CC1=C(C(=O)Nc2ccccn2)C(c2ccccc2)n2ncnc2N1 (stereo not given),-2,2,-0.6,4,-8,-4,25,0,14
COc1ccc(-c2noc(-c3ccc(Br)o3)n2)cc1,-5,3,5.2,4,-2,2,-105,-25,17
COc1cccc(/C=N/n2c(C)nc3ccccc32)c1OC,-2,44*,2.1,48,39,8,38,0,22
O=C1C=C(c2ccc(C(=O)O)cc2)C[C@@H](c2ccc(Cl)cc2)C1,-2,-7,3.6,5,-5,4,0,-1,14
Cc1ccc(NC2SC(=O)N(Cc3cccc(C(=O)O)c3)C2=O)c(C)c1 (stereo not given),0,1,1.4,-3,-2,0,4,1,2
CCOc1ccc(C(=O)N2CCN(c3cnn(-c4ccccc4)c(=O)c3Cl)CC2)cc1,-1,12,-0.3,8,6,0,-12,-2,24
O=C(Nc1cc(S(=O)(=O)Nc2ccccc2Cl)ccc1O)c1cc2c(s1)CCCC2,1,13,-0.4,5,-4,-4,32,12*,-4
CCN(CC)c1nc(-c2ccc(C(=O)NN)cc2)nc(-c2ccc(C(=O)NN)cc2)n1,2,3,0.8,14,0,-2,7,-5,15
O=C(CN1CCC(NC(=O)c2ccc(Br)cc2)CC1)NCc1cccs1,-2,-14,-2.2,-10,-44,-2,14,-2,16
CCc1noc(C)c1C(=O)OCC(=O)Nc1ccccc1SC,-8,-8,1.8,-11,1,8,-2,2,18
Cc1ccc(-c2nc(-c3ccccn3)no2)cc1[N+](=O)[O-],-1,8,-4.8,18,1,-8,-10,0,18
Cn1c(=O)c(NCCc2ccccc2)c2c3c(cccc31)C(=O)c1ccccc1-2,-5,21,-1.3,20,4,-4,23,43*,18
CC(C)(C)NC(=O)Cn1c(=O)oc2ccc(Cl)cc21,-3,-2,-1.2,13,0,1,2,0,21
NC(=O)NC(=O)CSc1nc2cc([N+](=O)[O-])ccc2n1-c1cccc(C(F)(F)F)c1,-3,12,0.0,11,7,0,28,1,1
CCCn1c(SCCN2C(=O)c3ccccc3C2=O)n[nH]c1=O,-5,21,-1.4,11,3,6,-6,-2,17
CCCC1Cc2c(sc3nc(SC)nc(N)c23)CO1 (stereo not given),-3,1,2.0,1,12,-1,8,2,31
COc1ccc(-c2nn(C)c(=O)[nH]2)cc1,-1,-4,-0.2,-12,7,4,0,1,22
CSc1nnc(-c2sccc2OCc2ccccc2)n1C,-3,8,-1.3,3,-12,-1,15,0,14
O=C(/C=C/c1cccs1)Nc1cccc(NC(=O)/C=C/c2cccs2)n1,-1,40*,10,35,31,4,-13,24*,18
CC(Sc1c[nH]c2ccccc12)C(=O)O (stereo not given),-3,-5,-1.2,4,3,-3,-25,1,1
Oc1ccccc1-c1nc(NC2CCCC2)c2ccccc2n1,-4,30,0.0,64*,44*,1,25,19*,1
O=C(CN1C(=O)c2ccc([N+](=O)[O-])cc2C1=O)NC1CCS(=O)(=O)C1 (stereo not given),9,-8,-1.1,3,8,-1,3,0,9
Oc1ccc2ccccc2c1CNc1ccccn1,0,28,0.7,17,18,-3,18,-2,26
O=C(CN1C(=O)COc2ccccc21)N1CCCc2ccccc21,-4,19,2.5,11,12,0,-9,0,-4
COC(=O)c1ccc(CON2C(=O)c3ccccc3C2=O)cc1,-3,5,1.9,3,7,1,-2,0,17
COCCNC(=O)c1cc(-c2ccccc2C)nn1CC1CC(c2cccnc2)=NO1 (stereo not given),0,15,-2.6,15,-6,-1,-6,-2,0
O=C(Cn1nnc(-c2cccc(C(F)(F)F)c2)n1)NC(=O)NCc1ccco1,-5,-6,-1.5,0,0,4,-6,-1,-2
Cc1ccc(-c2cc(C(=O)NCc3ccco3)c3ccccc3n2)s1,-3,31,8.1,27,13,3,10,-13,6
Cc1cccc(-n2nc3c(c2NC(=O)c2ccc(Br)o2)CSC3)c1C,-3,30,-1.5,-3,-3,-2,-11,-3,14
O=C(COc1ccc(F)cc1)Nc1nnc(C2CC2)s1,7,11,3.4,14,11,0,-28,2,25
O=C(Cn1cnc2ccccc2c1=O)NCCCN1CCCC1=O,-1,1,0.2,-6,4,-3,1,-3,2
CCCc1nc2c(nnn2Cc2ccccc2)c(=O)[nH]1,2,10,-2.4,17,3,0,-5,-1,13
C#CCn1cc(/C=N/NC(=O)c2cc3ccccc3o2)c2ccccc21,-1,10,-1.1,22,23,-1,15,13*,5
COc1ccc(NC(=O)NC2CCCCCCC2)cc1OC,-2,5,4.0,-2,2,-3,8,-2,7
CCC(=O)Nc1ccc(S(=O)(=O)Nc2c(C)nc3nc[nH]n3c2=O)cc1,0,-21,1.6,-3,11,-8,23,-1,3
COc1ccc(C(CNC(=O)c2cccc(NS(=O)(=O)c3ccc(C)c(F)c3)c2)N2CCCC2)cc1 (stereo not given),2,-19,1.3,-96,-35,2,30,-2,10
O=C(c1cc(-c2ccccc2)nc2ccccc12)N1N=C(C(F)F)CC1(O)C(F)F (stereo not given),-3,31,-1.0,43,33,-1,-9,4,23
CCOc1ccc(NC(=O)c2[nH]c(C)c(C(C)=O)c2C)cc1,-4,13,2.2,12,-1,-6,18,-30,15
O=C(OCc1c(-c2ccccc2)ncc2ccccc12)N1CCOCC1,-3,10,8.3,17,3,-2,7,0,20
Cc1cc(C)cc(NS(=O)(=O)c2c(C)[nH]c(=O)[nH]c2=O)c1,-1,5,0.0,10,-11,-5,33,0,2
O=S(=O)(c1ccccc1)N1c2cc(Cl)ccc2Oc2nc3ccccc3nc21,-1,1,7.7,13,14,8,-14,-24,8

# Single records, as listed above. Values in the order: APJ agonist, tim10-1 inh, UPR CHOP act, tim23-1 inh, TIM10 inh, UPR XBP1 act, Mdm2-MdmX inh, NR3A LBD binder, NALP3 yeast inh
# C/C(Cn1nc([N+](=O)[O-])cc1C)=N\NC(=O)c1cccc(Br)c1 in the list: 3, 11, -3.0, 16, 2, -2, 0, -4, 12
# Cc1cc(C)cc(NS(=O)(=O)c2c(C)[nH]c(=O)[nH]c2=O)c1 in the list: -1, 5, 0.0, 10, -11, -5, 33, 0, 2
# Cc1ccc(NC2SC(=O)N(Cc3cccc(C(=O)O)c3)C2=O)c(C)c1 (stereo not given) in the list: 0, 1, 1.4, -3, -2, 0, 4, 1, 2
# O=C(c1noc2c1CCc1ccccc1-2)N1CCCc2ccccc21 in the list: -1, 42*, 2.3, 40, 2, 7, -5, 1, 17
# Cc1cccc(-n2nc3c(c2NC(=O)c2ccc(Br)o2)CSC3)c1C in the list: -3, 30, -1.5, -3, -3, -2, -11, -3, 14

# The listing continues:
SMILES,APJ agonist,tim10-1 inh,UPR CHOP act,tim23-1 inh,TIM10 inh,UPR XBP1 act,Mdm2-MdmX inh,NR3A LBD binder,NALP3 yeast inh
C=CCNC(=O)c1ccc(OC)cc1OC,-3,5,-0.4,10,8,-3,23,1,-6
O=C(NCC(=O)N1CCCC(C(F)(F)F)C1)c1ccc(Oc2ccccc2)cc1 (stereo not given),5,-10,2.0,22,2,-3,15,-1,6
CCCC/C(C)=N\NC(=O)CNS(=O)(=O)c1ccc([N+](=O)[O-])cc1,-1,-8,-0.9,4,7,-3,14,0,1
COc1ccc2c(-c3ccccc3)cc(N3CCOCC3)nc2c1,-2,8,0.0,13,16,-10,-13,-1,17
O=C(Nc1cccc(-n2cnnn2)c1)c1cc2ccccc2o1,-5,-4,3.1,6,-3,-3,-10,-31,16
O=C(NCc1ccccn1)c1ccc2c(c1)N(Cc1ccccc1)CCS2,-1,11,1.0,24,5,-1,-2,1,13
O=C(NCc1cccs1)c1nc2ncccn2n1,-4,17,1.6,-3,1,-1,9,1,-9
O=C(O)CN1C(c2ccccc2O)Nc2ccc(Br)cc2C1c1ccccc1 (stereo not given),-1,17,-1.6,8,2,-3,5,0,6
CN(c1ccccc1)S(=O)(=O)c1cccc(NC(=O)Cn2cnc3c2c(=O)n(C)c(=O)n3C)c1,-5,3,-0.9,-3,6,-1,8,1,21
CC(=O)Nc1ccc(S(=O)(=O)N2CCC(C(=O)NCCC(=O)Nc3ccccc3)CC2)cc1,-1,2,0.7,-6,-10,0,-12,-1,1
